Compound activity from PubChem BioAssay.
AID2073 = disruptors of CaV2.2 binding to Mint1 – biochemical, HTRF (AID 2073); inhibition, % at 20 µM; hits with a dose series show IC50 in µM; 290,000 tested, 0.19% active; HTRF protein-protein interaction, Mint1-CaV2.2; higher % means a stronger effect; in the data active = inhibition mostly above about 51%, no sharp cut-off; note: some results filed as inactive read as strong as hits
RSV CPE inhibition = inhibition of RSV-induced cytopathic effect – HEp-2 cells, primary 10 µM value included (AID 2391). HEp-2 cells, RSV-induced CPE inhibition; higher % means a stronger effect. one-dose CPE inhibition, % at 10 µM; IC50 in µM for titrated hits. 310,000 tested, 0.13% active; in the data active = a potency from the dose series; note: strong numbers were not always called active
Autophagy HCS = modulators of autophagy; MEF GFP-LC3 puncta imaging; test concentration mostly 10 µM; calls only at 10 µM (by protocol); 190,000 tested, 0.98% active;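 active = percentage of spot-positive cells more than 3 SD above its plate mean, without a fluorescence outlier flag or 80% toxicity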;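 note: spot-positive cell cutoff set from DMSO-treated cells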
K1F lysis inhibition = inhibition of K1F phage lysis, E. coli UTI89, bacterial capsule biogenesis inhibitors, alamar blue (AID 488966) | E. coli UTI89 K1F phage lysis, alamar blue, 2 h; higher % means a stronger effect | inhibition, % at 100 µM; hits with a dose series show IC50 in µM | 340,000 tested, 0.02% active;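 active = phage lysis inhibition, versus mean bacterial control, above a set limit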;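 note: capsule biogenesis inhibitors block K1F phage lysis so surviving cells raise fluorescence; higher fluorescence means more inhibition of phage lysis; actives were called in the ten point dose series up to 300 µM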
WT yeast gro inh = growth inhibition of WT yeast, mitochondrial fusion screen | mitochondrial fusion phenotypic screen, WT strain | inhibition, % at 10 µM | 190,000 tested, 2.1% active | AID 1362; in the data active = inhibition above about 58%; tested in S. cerevisiae
LYP phosphatase = PTPN22 lymphoid phosphatase activity blockers – biochemical, fluorescence intensity, uHTS (AID 1779). 290,000 tested, 0.054% active. recombinant LYP phosphatase, fluorescence intensity; higher % means a stronger effect. inhibition, % at 11.5 µM, or IC50 in µM where a hit was titrated; in the data active = inhibition above about 50%;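 note: plate controls were vehicle with enzyme for no effect and no enzyme for full effect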
NTR1 ag = agonists of NTR1, primary screen, imaging, U2OS cells, beta-arrestin-GFP, high content (AID 493036) | P30989 | NTR1-U2OS beta-arrestin-GFP spot imaging, agonist mode | activation, % at 20 µM | 330,000 tested, 0.17% active;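 active = activation at or above 40% of the spot to cytoplasm intensity ratio, with at least 20 cells analyzed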;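 note: 0% = DMSO without peptide and 100% = 100 nM NTR1 peptide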
Target sequence (P30989 whole entry, looked up): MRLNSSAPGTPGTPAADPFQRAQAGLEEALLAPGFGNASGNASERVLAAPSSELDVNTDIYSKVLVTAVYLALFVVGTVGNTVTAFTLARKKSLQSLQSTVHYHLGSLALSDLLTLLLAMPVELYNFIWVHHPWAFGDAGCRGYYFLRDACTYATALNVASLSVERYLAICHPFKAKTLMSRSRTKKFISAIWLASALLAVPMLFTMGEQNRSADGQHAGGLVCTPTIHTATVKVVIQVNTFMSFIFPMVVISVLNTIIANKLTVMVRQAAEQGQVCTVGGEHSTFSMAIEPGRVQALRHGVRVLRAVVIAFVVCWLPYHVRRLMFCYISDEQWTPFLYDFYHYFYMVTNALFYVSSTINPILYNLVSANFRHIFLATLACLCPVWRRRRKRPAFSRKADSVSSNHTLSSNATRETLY
GPR35 arrestin U2OS = GPR35 antagonists blocking zaprinast-driven arrestin recruitment, primary screen, imaging, U2OS, beta-arrestin-GFP, zaprinast agonist (AID 2058). U2OS GPR35 beta-arrestin-GFP translocation imaging, zaprinast antagonism; higher % means a stronger effect. one-dose inhibition, % at 10 µM; IC50 in µM for titrated hits. 290,000 tested, 0.052% active;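 active = inhibition of at least 50% with at least 30 cells and total cytoplasm GFP at most 10,000,000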
Dengue-2 NS5 capping = flavivirus cap methylation enzyme inhibition – biochemical, confirmation dose response, primary screen (AID 588689); Dengue-2 NS5 methyltransferase capping enzyme assay, biochemical; higher % means a stronger effect; inhibition, % at 25 µM; hits with a dose series show IC50 in µM; 340,000 tested, 0.3% active; in the data active = a potency from the dose series
WT yeast gro inh mutant strain = recorded beside WT yeast gro inh, whose call it bears; inhibition, %; mitochondrial fusion phenotypic screen, mutant strain inhibition
Autophagy HCS cell loss 18 h = also measured in Autophagy HCS; calls as there; toxicity, %; measured here: cell loss, nuclei count;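 cell loss after 18 h compound exposure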
NTR1 ag cell count 20 µM = recorded beside NTR1 ag, whose call it bears; cell count; measured here: cell count, cytotoxicity flag
Dengue-2 NS5 capping pilot replicate = also measured in Dengue-2 NS5 capping; calls as there; inhibition, %; measured here: pilot screen replicate inhibition
An asterisk follows results filed as active; i = inactive; x = not tested or not shown; [ ] = dose if it differs, or a comment.

SMILES | AID2073 | RSV CPE inhibition | Autophagy HCS | Autophagy HCS cell loss 18 h | K1F lysis inhibition | WT yeast gro inh | WT yeast gro inh mutant strain | LYP phosphatase | NTR1 ag | NTR1 ag cell count 20 µM | GPR35 arrestin U2OS | Dengue-2 NS5 capping | others
O=C(Cn1ncc2c3ccccc3n(Cc3ccccc3F)c2c1=O)NC1CC1 | 9% | 0.7% | x | x | 0.4% | x | x | -9% | 3.6 | 70 | 10% | -4%
Cc1c(C(C)C)c(=O)n(-c2ccc(S(=O)(=O)NC3CC3)cc2)n1C | 3% | 0.8% | i | 13 | 0.1% | -6 | -13 | -10% | 0.3 | 30 | -2% | x
O=C(/C=C/c1ccc(Cl)cc1Cl)c1cccnc1 | -2% | 8.4% | i | 8 | -0.7% | -6 | -8 | -7% | 29 | 71 | 8% | -46%
CCn1cnc2scc(-c3ccc(C)c(C)c3)c2c1=O | -6% | 16% | i | -4 | 0.0% | 14 | -4 | 3% | 0.7 | 80 | 5% | -1%
CC(C)(C(=O)c1ccccc1)/[N+]([O-])=C/c1ccc(Br)cc1 | x | 0.5% | i | -3 | -1.2% | x | x | x | 0.2 | 53 | x | 0%
COc1ccc(S(=O)(=O)N2CCCCCC2)cc1C(=O)N(C)Cc1cccc(OC)c1OC | x | 0.9% | x | x | -0.7%[50 µM] | x | x | x | 0.5 | 56 | x | -7%
Cc1cccc(OCc2nnc(NC(=O)c3cccs3)s2)c1 | 8% | -1.4% | i | -8 | -0.2% | -5 | 8 | -10% | 1.5 | 66 | 1% | 12%
Cc1noc(C)c1CSCC(=O)Nc1nc2ccc(Oc3ccccc3)cc2s1 | -3% | 3.6% | i | 0 | -0.2% | 71* | 35* | -4% | 3.4 | 72 | -7% | -17%
CC(NC(=O)CNC(=O)c1ccccc1F)c1ccc(-n2ccnc2)cc1 (centres undefined) | x | 1.1% | x | x | 0.9%[50 µM] | x | x | x | 1.8 | 40 | x | -13%
CCN(CC(=O)Nc1c(F)cccc1F)C(=O)c1cc(S(=O)(=O)N2CCOCC2)ccc1N1CCCC1 | x | -1.3% | x | x | 0.9%[50 µM] | x | x | x | 0.1 | 48 | x | -8%
Cc1ccccc1N=CC1=C(O)c2ccccc2C1=O | 3% | -0.2% | i | 26 | 0.2% | 32 | 36 | 2% | 3.9 | 61 | 0% | 3%
CCOC(=O)[C@@H]1[C@H]2COc3ccccc3[C@H]2N2C(=O)N(c3ccc(C)cc3)C(=O)[C@]12C | 6% | 0.7% | x | x | 3.7% | x | x | -1% | 4.3 | 80 | 13% | -3%
CC1CCC(NC(=O)C2CCN(C(=O)NC3CCCCC3)CC2)CC1 (centres undefined) | -2% | x | i | 10 | x | 17 | 13 | -13% | x | x | 2% | x
COc1ccc(CC2(CO)CCN(Cc3nc(C(C)C)cs3)CC2)cc1 | -10% | 7.6% | i | -9 | -0.2% | 3 | -29 | -2% | -1.0 | 36 | -7% | 0%
CC(C)Cc1nc(Cl)c(C#N)c2c1CCC2 | 0% | x | x | x | -2.6% | x | x | -6% | 0.1 | 44 | -18% | -7%
COc1cc(Cl)cc(/C=C/c2ccc3ccccc3n2)c1OC(C)=O | 25% | -0.8% | i | -6 | 6.3% | 60* | 25* | 0% | 5.8 | 66 | -1% | -6%
CSc1c(-c2ccccc2)nc2ccc(Cl)cc2c1C(=O)O | -1% | 0.3% | i | -18 | 1.0% | -4 | 9 | -6% | -2.0 | 70 | 27% | 0%
COc1cc2c3c(c1OC)C1(C=CC(=NNC(N)=O)C=C1)CC3N(C(C)=O)CC2 (centres undefined) | -3% | 1.4% | i | -24 | 0.3% | -12 | -16 | -3% | 1.1 | 94 | -9% | -12%
CCOC(=O)N1CCC(NC(=O)CCC(=O)N2CCOc3ccc(Cl)cc32)CC1 | -2% | 0.1% | i | 5 | 2.0% | 0 | -2 | -11% | -0.7 | 65 | 8% | -6%
Cc1cc(C(=O)OCC(=O)Nc2ccc(F)c(F)c2)c(C)o1 | -1% | 1.2% | i | -5 | 1.0% | 1 | -24 | -2% | 0.0 | 76 | -12% | -5% | Dengue-2 NS5 capping pilot replicate=-3.3
CCOC(=O)CN(C)S(=O)(=O)c1ccc(-c2cc(C(=O)OC)sc2C(F)(F)F)cc1 | -25% | 0.6% | x | x | x | x | x | 3% | 2.7 | 54 | 19% | x
COc1ccccc1OCCCCNCCO | -6% | 0.1% | i | -8 | 1.8% | 14 | 16 | -1% | -0.6 | 49 | 2% | -2%
Nc1c(C(=O)c2ccc(Cl)cc2)oc2ccccc12 | 9% | 4.9% | i | 3 | 0.6% | 18 | 14 | -1% | 2.6 | 65 | -6% | -5%
COc1ccccc1CC(=O)Nc1cc(Cl)ccc1O | 10% | -0.3% | i | 13 | 7.3% | -5 | 14 | -4% | 0.7 | 59 | 19% | 1%
COc1ccccc1N1CCN(CC(=O)Nc2ccc(CN3CCCCC3)cc2)CC1 | 16% | -0.3% | i | 8 | 0.2% | -10 | -9 | -5% | -0.8 | 61 | 21% | -7%

(list continues)
SMILES | AID2073 | RSV CPE inhibition | Autophagy HCS | Autophagy HCS cell loss 18 h | K1F lysis inhibition | WT yeast gro inh | WT yeast gro inh mutant strain | LYP phosphatase | NTR1 ag | NTR1 ag cell count 20 µM | GPR35 arrestin U2OS | Dengue-2 NS5 capping | others
O=C(O)CCC(=O)N(Cc1ccco1)c1nc(-c2ccccc2)cs1 | -4% | 2.9% | i | 10 | 0.0% | -21 | 4 | -5% | 0.4 | 73 | 20% | 9% | Dengue-2 NS5 capping pilot replicate=4.5
COc1cccc(CN2CC(C(=O)NC3CCCCCC3)CCC2=O)c1 (centres undefined) | 3% | 4.4% | x | x | 0.1% | x | x | -9% | 0.7 | 48 | 2% | 0%
CCOC(=O)CSc1nnc2n1C(C)(C)Cc1ccccc1-2 | -4% | -0.2% | i | 2 | 0.6% | -6 | 4 | -4% | 2.1 | 96 | -3% | 1% | Dengue-2 NS5 capping pilot replicate=0.0
COC(=O)c1scc2c(=O)cc(C(F)(F)F)[nH]c12 | 41% | 0.6% | x | x | 0.9% | x | x | -6% | 3.7 | 110 | -1% | 19%
Cc1ccc(S(=O)(=O)N2CCC(=O)N(C(COCc3cccc(C)c3)C(C)C)CC2)cc1 (centres undefined) | -8% | -0.8% | i | 13 | 0.9% | 2 | -13 | -2% | 15 | 69 | 7% | -2%
O=C(c1nnc(Cc2ccc(Cl)cc2)o1)N1CCc2ccccc2C1 | 3% | 1.0% | i | 4 | -0.5% | 16 | 10 | -1% | -2.2 | 83 | -6% | 2%
Cc1ccc(/C=C/C(=O)Nc2nc3ccccc3[nH]2)cc1 | 27% | 2.5% | i | 8 | 1.8%[50 µM] | 9 | 0 | -2% | 2.6 | 68 | -7% | -1%
O=C(COC(=O)Cn1[nH]c(=O)c2ccccc2c1=O)Nc1ccc2c(c1)OCO2 | 2% | 1.0% | i | 1 | 2.9% | -5 | -13 | -3% | -1.2 | 89 | 1% | 1%
CSc1ccc(C#N)cc1NC(=O)c1cccnc1Cl | 4% | -1.4% | i | 4 | i | -3 | 8 | -14% | -0.7 | 73 | -2% | 7%
COC(=O)C1CCN(C(=O)CN2C(=O)NC(CCc3ccccc3)C2=O)CC1 (centres undefined) | -10% | 1.7% | i | 5 | 7.1% | 11 | 13 | -3% | 0.1 | 52 | 6% | -5%
O=C(Cn1c(=O)n(-c2ccccc2)c(=O)n1CC(=O)N1CCCCC1)N1CCCCC1 | 2% | 1.4% | i | 7 | 0.7% | 2 | -11 | -2% | 0.1 | 67 | 5% | 6%
CCc1cc(=O)oc2c(C)c(OCC(=O)NC3CC(C)(C)NC(C)(C)C3)ccc12 | 7% | -1.1% | x | x | -0.5% | x | x | -10% | 1.9 | 57 | -9% | 2%
CCOC(=O)c1cc(=O)cc(C(=O)OCC)o1 | -4% | 0.8% | i | -2 | -2.2% | -16 | 4 | -6% | 0.2 | 87 | 7% | 2%
O=C(CCc1ccccc1)Nc1c(F)c(F)c(F)c(F)c1F | -4% | x | i | 13 | -0.1% | 2 | 18 | -6% | x | x | 16% | -1%
CCOC(=O)CNC(=O)CSc1nnc(Cn2c(=O)sc3ccccc32)n1C | 4% | 0.7% | i | 4 | -0.8% | 3 | 2 | 3% | -1.0 | 76 | -14% | -4%
CCc1sc(C(=O)NCc2ccccc2)cc1C | 1% | 4.3% | i | -7 | 0.3% | 5 | -6 | 2% | -0.4 | 52 | -15% | -5%
N#Cc1ccc(/C=C(\C(=O)C(=O)O)c2ccc3ccccc3n2)cc1 | -8% | 12% | x | x | 0.4% | x | x | -7% | 3.1 | 68 | 2% | -12%
O=C(O)CCCCNS(=O)(=O)/C=C/c1ccccc1 | 24% | 1.5% | i | 0 | 0.4% | -4 | 16 | -6% | 0.6 | 57 | -4% | -4%
NC(=O)c1cc(C(=O)c2ccc(Cl)cc2)c[nH]1 | 4% | 9.2% | i | 8 | -0.4% | -1 | 13 | -5% | 0.3 | 53 | -5% | -3%
COc1ccccc1NC(=O)CN1CCN(CC(=O)Nc2ccc(S(N)(=O)=O)cc2)CC1 | 10% | 0.8% | x | x | 0.0% | x | x | -9% | 0.5 | 78 | -2% | -5%
Oc1c(C=Nc2ccccc2Cl)[nH]c2ccccc12 | -12% | -0.1% | x | x | 14% | x | x | -3% | 3.1 | 47 | 29% | 4%
COC(=O)C1=C(C(C)=O)C(c2ccc(C)cc2)n2nnnc2N1 (centres undefined) | -1% | 0.1% | i | -4 | -2.2% | -3 | 0 | -13% | 0.1 | 46 | 9% | 1%
COC(=O)c1c(C(=O)OC)c(C)n(Cc2ccco2)c1C | -1% | 0.5% | i | -2 | 0.8% | -15 | -7 | -4% | 0.9 | 64 | -7% | 0%
Cc1cc(NC(=O)CN2C(=O)NC3(CCCCC3C)C2=O)no1 (centres undefined) | 3% | 0.4% | i | 3 | 1.7% | 2 | -5 | -11% | 2.6 | 60 | 29% | 1%

Of the compounds above, 4 have a furan ring, fused or not:
SMILES | AID2073 | RSV CPE inhibition | Autophagy HCS | Autophagy HCS cell loss 18 h | K1F lysis inhibition | WT yeast gro inh | WT yeast gro inh mutant strain | LYP phosphatase | NTR1 ag | NTR1 ag cell count 20 µM | GPR35 arrestin U2OS | Dengue-2 NS5 capping | others
Cc1cc(C(=O)OCC(=O)Nc2ccc(F)c(F)c2)c(C)o1 | -1% | 1.2% | i | -5 | 1.0% | 1 | -24 | -2% | 0.0 | 76 | -12% | -5% | Dengue-2 NS5 capping pilot replicate=-3.3
Nc1c(C(=O)c2ccc(Cl)cc2)oc2ccccc12 | 9% | 4.9% | i | 3 | 0.6% | 18 | 14 | -1% | 2.6 | 65 | -6% | -5%
O=C(O)CCC(=O)N(Cc1ccco1)c1nc(-c2ccccc2)cs1 | -4% | 2.9% | i | 10 | 0.0% | -21 | 4 | -5% | 0.4 | 73 | 20% | 9% | Dengue-2 NS5 capping pilot replicate=4.5
COC(=O)c1c(C(=O)OC)c(C)n(Cc2ccco2)c1C | -1% | 0.5% | i | -2 | 0.8% | -15 | -7 | -4% | 0.9 | 64 | -7% | 0%
